ELG1 genotoxic: induces genotoxicity in HEK293T cells with luciferase-tagged ELG1 | HEK293T ELG1-luciferase reporter, luminescence, 16 h | 1.3% of 330,000 active | AID 504466 | Potency, µM (titrated, usually from 46 µM), for the others: at the highest dose activity change, positive = activation, hits mostly activators; also: % of control where 0% means no effect; nearly all actives have a fitted effect of over 60% in size
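16 hr compound incubation (37 °C, 5% CO2) of HEK293T cells carrying luciferase-tagged ELG1; luciferase then measured by ONE-Glo luminescence after 30 min at RT.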
RORg inh: inhibitors of mouse ROR gamma transcriptional activity | P51450 | Drosophila S2 Gal4-RORgamma UAS-luciferase reporter, 20 h | Potency, µM (series often up to 53.6 µM), inactives show top-dose activity change, negative = inhibition, hits mostly inhibitors | 5.4% of 310,000 active | AID 2551; also: % is scaled to controls: 0 for no effect and ±100 for the full control effect; nearly all actives have a fitted effect of over 60% in size
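Using a luciferase readout, inhibitors were identified by reduced reporter activity in Drosophila cells coexpressing a copper-inducible Gal4–ROR gamma fusion and UAS-driven Photinus luciferase, incubated 20 hr after 700 uM copper sulfate.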
VP16 counter: Gal4-VP16 reporter inhibition counter-screen; Drosophila S2 Gal4-VP16 UAS-luciferase, luminescence, 20 h; Potency, µM (series often up to 53.6 µM), for the others: at the top dose activity, negative = inhibition, hits mostly inhibitors; 3.5% of 310,000 active; AID 2546;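 also: Gal4-VP16 expression switched on by copper sulfate through the metallothionein promoter; % is scaled to controls: 0 for no effect and ±100 for the full control effect; nearly all actives have a fitted effect of over 50% in size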
MBNL1-CUG inh: inhibitors of human MBNL1 binding to CUG repeat RNA. Q9NR56. TR-FRET MBNL1-His/biotin-(CUG)12 binding, 665/545 ratio. Potency, µM (highest dose often 57.5 µM), for inactives: at the top dose activity change, negative = inhibition, most hits filed as inhibitors. 0.036% of 280,000 active; active = well fitted inhibition curve with a large enough effect in the signal ratio, with a control signal flat, not every such curve was filed as active; inconclusive = small, poorly fitted or top-dose-only effect, or effect the other way, or a change in a side signal; inactive = no such curve, though single readings can be large or run the other way; the % refers to the signal ratio; also: % is scaled to controls: 0 for no effect and ±100 for the full control effect
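Ratiometric TR-FRET (665 over 545 nm, excitation 340 nm) tracks disruption of MBNL1-His/biotin-(CUG)12 complex after 60 min at room temperature, with compounds at 92 nM to 58 uM final.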
MLL CXXC-DNA inh: blocks binding of human MLL CXXC domain to DNA | Potency, µM (highest dose often 115 µM), for the others: at the highest dose activity change, negative = inhibition, hits mostly inhibitors | 0.037% of 290,000 active | MLL-CXXC / FITC-HOXA9 DNA fluorescence polarization | Q03164; active = well fitted inhibition curve with a large enough effect in the polarisation, with a control signal flat, not every such curve was filed as active; inconclusive = small, poorly fitted or top-dose-only effect, or effect the other way, or a change in a side signal; inactive = no such curve, though single readings can be large or run the other way; the % refers to the polarisation
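Fluorescence polarization: 7 uM MLL-CXXC (stock) preincubated 5 min with compounds, then 50 nM fluorescein-HOX-A9 DNA (stock) added; 30 min ambient. Buffer 50 mM Tris-HCl pH 7.5, 50 mM NaCl, 1 mM DTT, 0.05% BSA.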
uPA generation: inhibitors of cell surface uPA generation; cell surface uPA generation assay, qHTS; Potency, µM (top dose mostly 38.3 µM), for the others: top-dose activity change, negative = inhibition, hits mostly inhibitors; 0.31% of 330,000 active; active = well fitted inhibition curve with a large enough effect; inconclusive = small, poorly fitted or top-dose-only effect; inactive = no such curve, though single readings can be large or run the other way; tested in mouse RAW 264.7 cells; also: % is scaled to controls: 0 for no effect and ±100 for the full control effect; nearly all actives have a fitted effect of over 55% in size
BRCA1 expr up: activators of BRCA1 expression | MCF7-BRCA1-FFLuc reporter, luminescence, 48 h; response scale: scaled: vehicle 0%, 10 µM genistein 100% | Potency, µM (doses to about 46.1 µM), for the others: at the highest dose activation, actives largely listed as activators | 1.1% of 380,000 active | AID 624202; also: nearly all actives have a fitted effect of over 80% in size; some results filed as inactive show a strong effect at the top dose
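48 h compound treatment of MCF7-BRCA1-FFLuc cells (phenol-red free MEM, 37 °C), then 15 min with luciferase substrate and luminescence imaging.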
NPC1 prom act: NPC1 promoter activation. Huh7 NPC1 promoter luciferase reporter, 24 h. Potency, µM (doses to about 9.22 µM), without a hit: at the highest dose activation, usual class: activators. 2.4% of 320,000 active. AID 485313;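 also: % of control where 0% means no effect; nearly all actives have a fitted effect of over 60% in size; reporter is driven by a mutant NPC1 promoter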
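Luciferase expression driven by the NPC1 promoter was measured in stably transfected Huh7 cells after a 24 h compound incubation, using a luciferase reagent and a luminescence read.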
FLuc modulator: counter-screen for miR-21 project: firefly luciferase inhibitors or activators | P08659 | purified FLuc, Km substrates, luminescence inhibition | Potency, µM (top dose mostly 57.5 µM), for the others: at the top dose activity change, negative = inhibition, actives largely listed as inhibitors | 6.9% of 360,000 active | AID 588342;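 also: plate controls were vehicle for no effect and reference inhibitor for full effect; nearly all actives have a fitted effect of over 55% in size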
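Purified P. pyralis luciferase, 10 nM final, with Km-level 10 uM D-luciferin and 10 uM ATP in 50 mM Tris acetate pH 7.5, 10 mM Mg acetate, 0.01% Tween-20, 0.05% BSA; 6-point qHTS titration about 60 µM downward; luminescence read.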
p53 reactivator: re-activators of mutant p53; 0.063% of 320,000 active; H1299 p53-A138V BP100-luciferase reporter, luminescence, 24 h; Potency, µM (doses to about 92.2 µM), for the others: at the highest dose activity change, positive = activation, actives largely listed as activators; also: % of control where 0% means no effect; nearly all actives have a fitted effect of over 45% in size
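p53-null H1299 cells stably carrying temperature-sensitive p53-A138V and a BP100-luciferase reporter were pinned with compounds (4-point, 1:5 series) and held 24 hrs at 37 deg C. Luminescence was read 10 min after detection reagent.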
Rab9 promoter act: Rab9 promoter activation; Huh7 Rab9 promoter-luciferase reporter, luminescence, 24 h; Potency, µM (titrated, usually from 9.22 µM), without a hit: at the highest dose activation, negative = inhibition, most hits filed as activators; 2.8% of 320,000 active; AID 485297; also: % of control where 0% means no effect; nearly all actives have a fitted effect of over 60% in size
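Promoter activation is measured as luciferase luminescence in Huh7 cells stably transfected with a Rab9 promoter–luciferase construct, following 24 h compound exposure at 37 °C and 10 min reagent incubation at ambient temperature.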
Starred values were filed as active, the others as inactive; ? = inconclusive; · = not tested or not shown; [ ] = another dose, or the depositor's remark. Unless noted, calls follow the shape of the dose curve; as a rule, active = well fitted curve in the direction sought with a large enough effect; inconclusive = small, poorly fitted or top-dose-only effect, or another doubt; inactive = no such curve, though single readings can be large; an effect the other way counts as inactive or inconclusive. Potency is read from the fitted curve at half-maximal effect. The list is partial, so the mix of outcomes need not match the whole.

SMILES	ELG1 genotoxic	RORg inh	VP16 counter	MBNL1-CUG inh	MLL CXXC-DNA inh	uPA generation	BRCA1 expr up	NPC1 prom act	FLuc modulator	p53 reactivator	Rab9 promoter act
N#Cc1ccc(-c2ccccc2)nc1SCCN1CCOCC1	-2%	-14%	-4%	?	-1%	-4%	-10%	0%	-3%	3%	1%
CC(=O)N1CCc2cc(C(=O)CN3CCN(c4ccccc4F)CC3)ccc21	-1%	?	?	10%	-1%	-17%	2%	8%	-12%	8%	11%
CN(C)CCCNC(=O)C1CCNCC1	-2%	2%	-1%	4%	-1%	1%	4%	-2%	1%	3%	1%
COc1ccc(C2c3ccsc3CCN2C(=O)C(C)(C)C)cc1 (stereo not drawn)	-5%	26%	-4%	-7%	-1%	2%	-15%	-2%	0%	3%	0%
COc1ccc(NC(=S)NNc2ccc(S(=O)(=O)Nc3ccccc3C(=O)O)cc2[N+](=O)[O-])cc1	-4%	-31%	-28%	?	-4%	5%	-36%	3%	?	1%	0%
Cc1ccc(CCNc2ccccc2)c[n+]1[O-]	-3%	32%	3%	8%	4%	-1%	6%	2%	-20%	4%	5%
CC(=O)Nc1ccc(S(=O)(=O)NCc2nc(-c3cccc(C)c3)no2)cc1	0%	-2%	4%	-1%	-6%	0%	-4%	-2%	0%	4%	-9%
Cc1[nH][nH]c(=O)c1C(c1cc([N+](=O)[O-])ccc1O)c1c(C)[nH][nH]c1=O	1%	-18%	15%	?	-6%	-6%	-16%	-2%	-1%	11%	0%
CCCCOc1ccc(C(=O)N2CCC(C)CC2)cc1	?	19%	12%	-3%	9%	-4%	61%	2%	-20%	4%	-2%
COc1cccc(NC(=S)N(Cc2ccc(C)cc2)Cc2ccccn2)c1	-5%	-103%	-2%	-7%	3%	5%	6%	-2%	-2%	-1%	0%
Oc1[nH]c2ccccc2c1N=NC(=S)NCC1CCCO1 (stereo not drawn)	-3%	-13%	-10%	?	-7%	-5%	-10%	-4%	?	6%	-1%
CC(C)Oc1cccc(-c2cc(C(=O)N3CCN(c4ncccn4)CC3)c3ccccc3n2)c1	-12%	-10%	11µM*	5%	12%	·	·	24%	1.3µM*	21%	17%
NS(=O)(=O)c1cccc(NC(=O)CC23CC4CC(CC(Br)(C4)C2)C3)c1	-5%	16%	3%	-1%	24%	1%	-6%	-5%	-1%	-3%	-3%
Cc1ccc(NC(=S)NCCc2ccc(F)cc2)c(C)c1	0%	4.5µM*	5µM*	0%	?	1%	18%	2%	-1%	15%	-9%
CCOC(=O)c1nn(-c2ccccc2)c2nnc(Cc3ccccc3)c(=O)n12	-1%	27%	-16%	-28%	0%	-4%	22%	1%	0%	-15%	-4%
COc1ccc(C(O)P(=O)(OC(C)C)c2ccc(N(C)C)cc2)c(OC)c1 (stereo not drawn)	0%	-9%	2%	2%	-7%	-3%	12%	-6%	3%	41%	-6%
O=C1CN(c2nc(-c3ccccc3)c3cc(Br)ccc3n2)c2ccccc2N1	11%	-3%	-21%	1%	-4%	·	·	-1%	1%	0%	0%
Cc1ccc(O)c(C2=NNC(c3ccc(Cl)cc3)C2)c1 (stereo not drawn)	5%	7.9µM*	13µM*	·	3%	-24%	22%	0%	27µM*	20%	27%
COc1ccccc1OCC(=O)Nc1ccccc1C(=O)N1CCCC1	-4%	1%	0%	-6%	-1%	-2%	-1%	-42%[inhibitor]	-2%	0%	-3%
COc1ccc(S(=O)(=O)N2CCC(C(=O)NC3(C)CCS(=O)(=O)C3)CC2)cc1OC (stereo not drawn)	1%	·	·	·	·	0%	16%	0%	0%	-3%	-3%
O=C(C1CCCN(c2ncccn2)C1)N1CCc2ccccc21 (stereo not drawn)	-2%	-9%	6%	-11%	-3%	-6%	5%	-1%	3%	-6%	0%
CCC(C(=O)NC1CCCC1)N(C(=O)c1snc(C(N)=O)c1N)c1ccc2c(c1)OCCO2 (stereo not drawn)	2%	2%	-1%	137%[activator]	-9%	·	-24%	-8%	6%	-2%	-1%
CC(C)Cn1c(C(C)C)nc([N+](=O)[O-])c1S(=O)(=O)c1ccc(F)cc1	3%	11µM*	?	5%	8%	·	-54%	-9%	0%	-12%	0%
Cc1ccc(NC(=O)C2CCN(S(=O)(=O)c3ccc4c(c3)OCCO4)CC2)c(O)c1	1%	·	·	·	·	4%	-36%	-8%	0%	4%	0%
COc1ccc(S(=O)(=O)N(C)CC(=O)NCc2cccnc2)cc1	0%	-4%	1%	-3%	-3%	-5%	-22%	0%	8%	2%	3%
COc1cccc(NC(=O)CSc2nc3ccccc3cc2Cc2ccccc2)c1	-3%	?	-7%	-12%	-8%	5%	-41%	1%	2%	0%	-9%
COc1ccc(/C=N/NC(=O)C(C)N(c2ccc(OC)cc2)S(C)(=O)=O)cc1 (stereo not drawn)	-1%	11%	-18%	7%	-3%	6%	14%	-3%	-2%	-4%	-11%
Cc1ccc(NC2=NC(=S)N(CC#N)C23CCCCC3)cc1	1%	18µM*	-20%	-4%	1%	9%	-18%	0%	3%	-11%	-1%
Cc1cc(CNC(=O)CC2C(=O)NCCN2Cc2ccccc2)nn1C (stereo not drawn)	2%	-4%	-3%	7%	9%	0%	2%	-11%	0%	2%	0%
CN1CCN(c2ccccc2NC(=O)COc2ccccc2)CC1	-9%	8%	6%	-2%	2%	·	10%	0%	3%	-4%	-7%
COc1cc(S(=O)(=O)NC2CCCCC2C)ccc1-n1cnnn1 (stereo not drawn)	-5%	?	-9%	-18%	-1%	0%	0%	-8%	3%	-1%	-11%
N#Cc1ccsc1NC(=O)CSc1nnnn1-c1ccc(O)cc1	9%	42%	-5%	6%	3%	12%	20%	17%	?	6%	28%
CCOc1ccc(NC2OC(CO)C(O)C(O)C2O)c([N+](=O)[O-])c1 (stereo not drawn)	1%	3%	3%	?	-5%	2%	-1%	-1%	5%	2%	-3%
Cc1cc(C)nc(/N=C(\N)Nc2ccc(SC(F)F)cc2)n1	-7%	45%	?	3%	-5%	?	0%	-2%	-1%	-2%	-13%
Cc1ccc(NC(=O)c2sc3nc[nH]c(=O)c3c2C)c(C)c1	0%	9%	3%	34%[activator]	-3%	-3%	101%	15%	-15%	18%	12%
CCC1=NN(C(=O)c2ccc(Br)cc2)C(O)(c2ccc(C)cc2)C1 (stereo not drawn)	-2%	13µM*	11µM*	·	-4%	-2%	-44%	-7%	1%	-6%	0%
CSc1nc2nccc(-c3ccc(-c4ccccc4)cc3)n2n1	-7%	13%	-3%	?	13%	5%	-37%	1%	?	-6%	-5%
Cc1[nH]c(N=Nc2ccccc2)nc1N=Nc1ccccc1	8%	-23%	-18%	?	?	-17%	-73%	0%	6µM*	?	-4%
O=C(/C=C/c1ccc(F)cc1)NC(=S)N1CCN(Cc2ccccc2)CC1	-2%	2.5µM*	7.1µM*	2%	13%	7%	-6%	2%	-7%	5%	1%
CC(=O)N1c2ccc(S(=O)(=O)NCC3CCC(C(=O)NCc4ccccc4)CC3)cc2CC1C (stereo not drawn)	-4%	?	-24%	-6%	2%	-8%	-14%	-5%	-1%	-3%	-6%
Cc1ccc(NC(=O)COc2coc(CN3CCc4ccccc43)cc2=O)c(C)c1	-3%	·	·	·	·	7%	-10%	-6%	0%	-3%	-1%
Cc1ccc(S(=O)(=O)N2CCCC2c2nc3ccccc3s2)cc1 (stereo not drawn)	-1%	-5%	-16%	-3%	-2%	3%	-31%	-7%	-3%	2%	-3%
CCOCCCNC(=S)NC1CC2CCC(C1)N2Cc1ccccc1 (stereo not drawn)	-2%	-31%	4%	10%	17%	-4%	-4%	-5%	1%	-4%	-1%
O=C(c1cc2cc(F)ccc2[nH]1)N1CCN(C(=O)c2ccco2)CC1	4%	-27%	0%	-5%	18%	10%	-35%	10%	-17%	-1%	9%
COc1ccc(-c2c(C)oc3c(CN4CCN(CCO)CC4)c(O)ccc3c2=O)cc1OC	1%	2%	-5%	-2%	-20%	-2%	-5%	2%	2%	-2%	4%
O=C(Nc1ccc(N2CCOCC2)cc1)Nc1cnsn1	15%	7%	6%	?	-7%	-7%	?	?	17µM*	10%	?
O=C(NCc1ccc(Cl)cc1)C1CCN(c2nnc(N3CCCC3=O)s2)CC1	3%	-37%	11%	-19%	·	9%	7%	0%	0%	·	13%

Screens from PubChem.
